KCNH2 3.1 block: blocks the human KCNH2 3.1 channel isoform. U2OS KCNH2 3.1, thallium flux FluxOr; stronger effect = lower value. AID 720553. 340,000 tested, 0.95% active. activity change, % (tested at about 1.8 µM);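 active = maximum activity change below -70%; inconclusive = maximum activity change from -70% to -50%; inactive = maximum activity change above -50%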;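 note: thallium influx rate constant from kinetic fluorescence after stimulation buffer; % is set by controls: 0 for no effect and ±100 for the full control effect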
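Steps: virus added to U2OS suspension (4 h, RT, dark); medium with 10% FBS added, cells plated, 37 C overnight; FluxOr/Red40 loading buffer 45 min RT; stimulation buffer, 2 min kinetic read; rate constant normalized.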
Menin-MLL TR inh: menin-MLL binding inhibition, Texas Red mutant peptide; O00255; Menin + Texas Red MLL mutant peptide, fluorescence polarization; Potency, µM (top dose mostly 61.6 µM), without a hit: top-dose FP activity change, negative = inhibition, hits mostly inhibitors; 270,000 tested, 0.23% active; active = well fitted inhibition curve with a large enough effect in the polarisation, with a control signal flat, not every such curve was filed as active; inconclusive = small, poorly fitted or top-dose-only effect, or effect the other way, or a change in a side signal; inactive = no such curve, though single readings can be large or run the other way; the % refers to the polarisation; note: potency is the fitted concentration of half-maximal effect; % of control where 0% means no effect; many of its hits are not listed in these tables
Target sequence (O00255 whole entry, looked up): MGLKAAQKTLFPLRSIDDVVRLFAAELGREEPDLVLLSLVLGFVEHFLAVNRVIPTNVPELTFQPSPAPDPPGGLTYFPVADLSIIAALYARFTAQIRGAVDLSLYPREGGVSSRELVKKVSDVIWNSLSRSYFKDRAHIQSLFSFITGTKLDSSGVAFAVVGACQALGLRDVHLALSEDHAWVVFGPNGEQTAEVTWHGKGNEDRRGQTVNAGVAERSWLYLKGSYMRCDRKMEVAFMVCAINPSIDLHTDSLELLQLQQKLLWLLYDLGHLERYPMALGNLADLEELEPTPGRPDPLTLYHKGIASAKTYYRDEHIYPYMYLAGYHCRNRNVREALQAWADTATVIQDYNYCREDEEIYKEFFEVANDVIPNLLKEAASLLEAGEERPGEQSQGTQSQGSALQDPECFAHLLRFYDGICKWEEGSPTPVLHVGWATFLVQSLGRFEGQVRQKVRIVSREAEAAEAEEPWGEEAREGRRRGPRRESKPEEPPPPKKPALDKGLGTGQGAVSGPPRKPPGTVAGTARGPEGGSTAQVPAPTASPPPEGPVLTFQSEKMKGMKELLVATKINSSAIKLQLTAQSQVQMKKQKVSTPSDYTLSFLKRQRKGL
FLuc counter: inhibits or activates purified firefly luciferase, miR-21 counter-screen | AID 588342 | P08659 | purified FLuc, Km substrates, luminescence inhibition | Potency, µM (titrated, usually from 57.5 µM), for inactives: at the top dose activity change, negative = inhibition, usual class: inhibitors | 360,000 tested, 6.9% active;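 note: potency is the fitted concentration of half-maximal effect; plate controls were vehicle for no effect and reference inhibitor for full effect; nearly all actives have a fitted effect of over 55% in size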
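Purified P. pyralis luciferase, 10 nM final, with Km-level 10 uM D-luciferin and 10 uM ATP in 50 mM Tris acetate pH 7.5, 10 mM Mg acetate, 0.01% Tween-20, 0.05% BSA; 6-point qHTS titration about 60 µM downward; luminescence read.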
NPC1 prom act: activators of NPC1 promoter; 320,000 tested, 2.4% active; Potency, µM (highest dose often 9.22 µM), for the others: at the top dose activation, usual class: activators; Huh7 NPC1 promoter luciferase reporter, 24 h; AID 485313;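 note: potency is the fitted concentration of half-maximal effect; % of control where 0% means no effect; nearly all actives have a fitted effect of over 60% in size; reporter is driven by a mutant NPC1 promoter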
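Huh7 reporter cells (NPC1 promoter driving luciferase) are dosed with compound for 24 h at 37 °C, 5% CO2; luciferase detection reagent is then added and luminescence measured after 10 min at ambient temperature.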
ELG1 DNA repair: blocks ELG1-dependent DNA repair in HEK293T cells. HEK293T ELG1-luciferase reporter, luminescence, 16 h; DNA damage induced by 5-fluorouridine. Potency, µM (highest dose often 46.1 µM), for the others: top-dose activity change, negative = inhibition, hits mostly inhibitors. 330,000 tested, 2.3% active; note: potency is the fitted concentration of half-maximal effect; % is set by controls: 0 for no effect and ±100 for the full control effect; nearly all actives have a fitted effect of over 55% in size
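Luminescence from the luciferase reporter, measured 30 min after ONE-Glo reagent at room temperature, was the read-out. Beforehand, 2,000 cells per well were exposed for 16 hr at 37 °C to 5-fluorouridine together with compound or vehicle.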
Mito fusion yeast: mitochondrial division inhibition or fusion activation; S. cerevisiae fusion-defective mutant growth rescue, CellTiterGlo 48 h; Potency, µM (titrated, usually from 46.1 µM), for inactives: top-dose growth rescue (activation), hits mostly activators; 320,000 tested, 0.23% active;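 note: potency is the fitted concentration of half-maximal effect; % of control where 0% means no effect; nearly all actives have a fitted effect of over 45% in size; temperature-sensitive fusion mutants such as fzo1-1 at 37 °C on non-fermentable ethanol glycerol medium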
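Yeast fusion mutant, YPEG (non-fermentable carbon), compound, 48 h at 37C non-permissive; CellTiterGlo added, 10 min RT, luminescence read. Rescued growth = division inhibition.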
RORg inh: inhibitors of mouse ROR gamma transcriptional activity; 310,000 tested, 5.4% active; Potency, µM (series often up to 53.6 µM), inactives show at the top dose activity change, negative = inhibition, actives largely listed as inhibitors; Drosophila S2 Gal4-RORgamma UAS-luciferase reporter, 20 h; P51450; note: potency is the fitted concentration of half-maximal effect; % is set by controls: 0 for no effect and ±100 for the full control effect; nearly all actives have a fitted effect of over 60% in size
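In this cell-based reporter format, copper sulfate (700 uM final) drives Gal4–ROR gamma fusion expression from a metallothionein promoter in Drosophila Schneider cells; compounds preincubated 1 hr, reporter read after 20 hr at ambient temperature.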
PKM2 activator: activators of human pyruvate kinase M2; P14618; purified PKM2, Kinase-Glo ATP luminescence, activation; response scale: 0% is enzyme alone, no compound; Potency, µM (top dose mostly 57.5 µM), without a hit: at the top dose activation, most hits filed as activators; 260,000 tested, 0.34% active; note: potency is the fitted concentration of half-maximal effect; % is set by controls: 0 for no effect and ±100 for the full control effect; nearly all actives have a fitted effect of over 55% in size
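ATP formation by purified human PK-M2, quantified via coupled luciferase luminescence after 1 h at room temperature with 0.1 mM ADP and 0.5 mM PEP final.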
MBNL1 CUG block: MBNL1-poly(CUG) RNA binding inhibition. AID 2675. 280,000 tested, 0.036% active. Potency, µM (series often up to 57.5 µM), inactives show at the top dose activity change, negative = inhibition, hits mostly inhibitors. Q9NR56. TR-FRET MBNL1-His/biotin-(CUG)12 binding, 665/545 ratio; active = well fitted inhibition curve with a large enough effect in the signal ratio, with a control signal flat, not every such curve was filed as active; inconclusive = small, poorly fitted or top-dose-only effect, or effect the other way, or a change in a side signal; inactive = no such curve, though single readings can be large or run the other way; the % refers to the signal ratio; note: potency is the fitted concentration of half-maximal effect; % is set by controls: 0 for no effect and ±100 for the full control effect
Target sequence (Q9NR56 whole entry, looked up): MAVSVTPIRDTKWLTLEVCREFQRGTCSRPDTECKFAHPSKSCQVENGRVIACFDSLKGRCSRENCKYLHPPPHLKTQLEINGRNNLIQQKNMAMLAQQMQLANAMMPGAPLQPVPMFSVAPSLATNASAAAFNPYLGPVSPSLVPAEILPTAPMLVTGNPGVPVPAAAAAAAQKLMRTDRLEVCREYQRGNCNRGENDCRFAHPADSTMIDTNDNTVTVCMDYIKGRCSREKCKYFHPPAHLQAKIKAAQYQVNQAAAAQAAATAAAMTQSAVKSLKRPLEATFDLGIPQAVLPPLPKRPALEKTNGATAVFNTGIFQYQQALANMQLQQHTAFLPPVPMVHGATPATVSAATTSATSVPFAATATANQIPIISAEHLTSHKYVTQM
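Ratiometric TR-FRET (665 over 545 nm, excitation 340 nm) tracks disruption of MBNL1-His/biotin-(CUG)12 complex after 60 min at room temperature, with compounds at 92 nM to 58 uM final.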
Gal4-VP16 FLuc: inhibits Gal4-VP16 luciferase reporter, ROR gamma counter-screen. Drosophila S2 Gal4-VP16 UAS-luciferase, luminescence, 20 h. Potency, µM (titrated, usually from 53.6 µM), for the others: at the top dose activity, negative = inhibition, most hits filed as inhibitors. 310,000 tested, 3.5% active. AID 2546;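 note: Gal4-VP16 expression switched on by copper sulfate through the metallothionein promoter; potency is the fitted concentration of half-maximal effect; % is set by controls: 0 for no effect and ±100 for the full control effect; nearly all actives have a fitted effect of over 50% in size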
Rab9 promoter act: activates the Rab9 promoter. Huh7 Rab9 promoter-luciferase reporter, luminescence, 24 h. Potency, µM (titrated, usually from 9.22 µM), inactives show at the top dose activation, negative = inhibition, usual class: activators. 320,000 tested, 2.8% active. AID 485297; note: potency is the fitted concentration of half-maximal effect; % of control where 0% means no effect; nearly all actives have a fitted effect of over 60% in size
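Cell-based reporter: Huh7 stable for Rab9 promoter-driven luciferase, plated in reduced-serum medium with 10% FBS at 1500 cells/well, compound-treated 24 h at 37 °C, luminescence read after 10 min reagent.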
* = called active by the depositor; ? = inconclusive; . = no result given; & = joins results of further samples; [ ] = another dose, or the depositor's remark. Unless noted, calls come from the whole dose curve; as a rule, active = well fitted curve in the direction sought with a large enough effect; inconclusive = small, poorly fitted or top-dose-only effect, or another doubt; inactive = no such curve, though single readings can be large; an effect the other way counts as inactive or inconclusive.

SMILES	KCNH2 3.1 block	Menin-MLL TR inh	FLuc counter	NPC1 prom act	ELG1 DNA repair	Mito fusion yeast	RORg inh	PKM2 activator	MBNL1 CUG block	Gal4-VP16 FLuc	Rab9 promoter act
Cc1cc(S(=O)(=O)NCC(c2ccccc2)c2ccccc2)ccc1-n1cnnn1	11	-11%	0%	2%	-7%	4%	-6%	3%	-6%	-1%	0%
CC1CC(C)CN(C(=O)CSc2nnc(N)s2)C1 (centres undefined)	6	-1%	-3%	-1%	17%	-2%	-17%	-1%	-4%	-2%	-1%
CC(=O)NNC(=O)CCn1c2c(c3ccccc31)CCCC2	1	.	1%	-1%	-8%	5%	10%	-1%	1%	-7%	-6%
CCC1CCc2sc(C(=O)O)cc2C1 (centres undefined)	-7	4%	?	3%	5%	0%	-19%	-3%	5%	2%	5%
Cc1cc(C)c2c(N)c(C(=O)C(C)(C)C)sc2n1	-7	-1%	1%	1%	-15%	-1%	2%	-1%	7%	-2%	-2%
COc1ccc(NC(=O)c2cnc3n(c2=O)CCS3)cc1OC	7	4%	-13%	7%	?	-4%	-4%	0%	8%	-5%	6%
COc1cccc(C2c3[nH]c4ccccc4c3CCN2C(=O)Cn2cncn2)c1OC (centres undefined)	16	-2%	4%	-2%	0%	15%	26%	2%	12%	-10%	15%
COCCNC(=O)c1nn2c(C(F)(F)F)cc(-c3ccccc3)nc2c1Cl	4	3%	1%	-3%	2%	1%	?	-1%	11%	1%	3%
COc1ccc(Oc2nccc(-c3ccc(Cl)cc3)n2)cc1	11	-16%	-33%	1%	4%	12%	35%	-9%	?	-5%[0.365 µM]	-7%
COc1cc(SC)ccc1C(=O)NCCOc1ccccc1Cl	-31	4%	6µM*	3.2µM*	?	4%	?	15%	-3%	4%	4µM*
CCc1c(C)nc(SCC(=O)Nc2cccc(Br)c2)[nH]c1=O	-8	27%	2%	2%	11%	-6%	-16%	0%	6%	4%	0%
O=[N+]([O-])c1ccccc1NCc1ccccc1Cl	-16	-1%	-12%	4%	27%	-7%	-1%	-4%	.	-6%	1%
COc1ccc(CCN=C(N)C(C)c2ccccc2)cc1OC (centres undefined)	-3	1%	-1%	-2%	-1%	10%	-2%	-7%	-13%	6%	-1%
O=[N+]([O-])c1ccc(-c2n(-c3ccccn3)c3ccccc3[n+]2-c2ccccn2)cc1	-2	.	5%	-3%	?	0%	29%	0%	?	6%	-4%
CCOc1ccccc1NC(=O)C(=O)CC(=O)c1ccc(OC)cc1	-3	-20%	0%	-5%	?	-2%	6.3µM*	.	-11%	4µM*	-4%
N#CC(C(=O)NCc1ccccc1)c1nc2ccccc2nc1N1CCCC1 (centres undefined)	-11	9%	0%	3%	8%	-2%	-4%	-1%	20%	-13%	2%
COc1ccc(S(=O)(=O)N2CCOC23CCN(S(=O)(=O)c2cc(F)ccc2F)CC3)cc1	-6	.	1%	-2%	-5%	15%	.	.	.	.	1%
C=CCOc1cccc(C2C(C(=O)c3ccc(C)o3)=C(O)C(=O)N2c2nnc(C)s2)c1 (centres undefined)	.	.	-5%	9%	-5%	-4%	.	.	.	.	-8%
CC(C)(CNC(=O)c1ccc(Br)o1)CNC(=O)c1ccc(Br)o1	18	9%	0%	-1%	-9%	7%	.	-2%	-5%	.	-5%
Cc1ccc(C(=O)COC(=O)c2cc(Cl)ccc2O)cc1[N+](=O)[O-]	-4	.	?	-4%	-1%	5%	-5%	-1%	4%	-5%	-4%
CC(c1ccccc1)N1CC(C(=O)N2CCCC(C(N)=O)C2)CC1=O (centres undefined)	17	.	0%	0%	30%	-3%	.	.	.	.	-6%
CC(C)c1nc(C(=O)N2CCCC(CCC(=O)N(C)CCc3ccccn3)C2)cs1 (centres undefined)	0	-6%	-1%	-1%	1%	5%	9%	0%	-14%	9%	0%
CC(C)Cn1cnc2c1c(=O)n(CC(=O)NN)c(=O)n2Cc1ccccc1	-16	-12%	0%	0%	3%	3%	19%	.	-3%	4%	-1%
CC(C)OP(=O)(c1ccc(N(C)C)cc1)C(O)c1ccncc1 (centres undefined)	-14	-13%	2%	-3%	-2%	4%	-1%	-6%	10%	1%	20%
O=C1CCC(C(=O)NCCCn2ccnc2)N1 (centres undefined)	-1	-22%	3%	0%	-5%	-5%	19%	-7%	-11%	-6%[0.365 µM]	3%
Cc1cc(=O)[nH]c(SCC(=O)N2c3ccccc3CC2C)n1 (centres undefined)	0	2%	-1%	-1%	12%	0%	5%	8%	2%	9%	0%
CN1CCN(CC(=O)Nc2ccccc2[N+](=O)[O-])CC1	1	13%	3%	-1%	5%	-1%	35%	-2%	?	-2%	2%
COc1ccc(CCNC(=O)CCn2c(SCC(=O)N3CCCC3)nc3ccccc3c2=O)cc1OC	3	.	-4%	-1%	0%	-17%	5%	-14%	-8%	0%	7%
Cn1c(=O)c(C(=O)c2ccccc2)nc2ccccc21	8	23%	0%	-2%	14%	4%	-24%	-6%	?	3%	13%
CCOc1ccc(CCNC(=O)C2CCN(c3nn4c(=O)cc(C)nc4s3)CC2)cc1OCC	2	-13%	5%	0%	-27%	8%	15%	-1%	2%	-1%	-3%
CC(C)CNC(=O)COc1ccc(Sc2ccc(OCC(=O)NCC(C)C)cc2)cc1	-5	9%	1%	-11%	-1%	-18%	22%	3%	0%	-7%	-13%
CC1(c2ccccc2)CC(C)(C)N2C(=O)Cc3cccc1c32 (centres undefined)	-9	?	?	-4%	-19%	3%	22%	1%	14%	-7%	1%
CCOC(=O)[C@H]1[C@H]2COc3ccc(Br)cc3[C@@H]2N2C(=O)CN(Cc3ccc(C)cc3)C(=O)[C@@]12C	-8	.	3%	1%	-13%	29%	.	.	.	.	-3%
OC(c1nc2ccccc2[nH]1)C(O)c1nc2ccccc2[nH]1 (centres undefined)	3	2%	-17%	-1%	7%	0%	9%	4%	-8%	1%	3%
CC1Oc2ccccc2N(CC(=O)NCCCN2CCOCC2)C1=O (centres undefined)	-4	.	-1%	-4%	1%	-6%	0%	.	4%	-1%	3%
CC12CCC(C(=O)O)(C/C1=N\O)C2(C)C (centres undefined)	10&-10	7%&-6%	0%&1%	0%&-3%	25%&6%	1%&-2%	11%&16%	1%&-3%	-2%&-5%	0%&3%	10%&1%
Cc1ccc(C(=O)C(C)OC(=O)c2cc(=O)[nH]c3ccccc23)cc1 (centres undefined)	-13	.	1%	-2%	29%	-5%	.	.	.	.	-9%
COc1ccc(NC(=O)c2cc(-c3cccs3)on2)cc1OC	4	0%	-5%	0%	?	-3%	-1%	1%	17%	19%	0%
O=C(O)c1cc(O)c2c(c1)[C@H]([C@H]1c3cc(C(=O)O)cc(O)c3C(=O)c3c(O[C@@H]4O[C@H](CO)[C@@H](O)[C@H](O)[C@H]4O)cccc31)c1cccc(OC3O[C@H](CO)[C@@H](O)[C@H](O)[C@H]3O)c1C2=O (some centres undefined)	0	.	?	-1%	?	-17%	.	.	.	.	1%
Cc1ccc(C(=O)Nc2c[nH]c(=O)[nH]c2=O)cc1	9	-5%	?	12%	19%	-1%	-8%[1.91 µM]	-3%	-7%	0%	4%
O=C1CC2c3ccccc3C1C1C(=O)N(Cc3ccccc3)C(=O)C21 (centres undefined)	-14	-24%	3%	-1%	0%	6%	34%	-27%	-5%	-4%	-3%
Cc1ncc(CO)c(CNc2ccc(-c3nc4ccccc4[nH]3)cc2)c1O	12	3%	3.4µM*	1µM*	?	-4%	?	.	?	-20%	1.6µM*
c1ccc2c(-n3cnnn3)cccc2c1	16	6%	-3%	7%	12%	-1%	-13%	-3%	14%	1%	10%
Cc1ccc(S(=O)(=O)N(Cc2ccccc2)c2ccccn2)cc1[N+](=O)[O-]	-18	-18%	-1%	-4%	3%	-7%	34%	1%	20%	-14%	1%
S=c1[nH]nc(C2CCCCC2)n1/N=C/C=C/c1ccccc1	12	-8%	-10%	-4%	-1%	-1%	0.89µM*	0%	16%	6.3µM*	4%

These rows are one share of the data. The share of hits here may be higher or lower than overall.
